# EPAC1 agonist: activates human EPAC1 exchange factor; O95398; EPAC1 agonist qHTS, biochemical assay; response scale: 100% = response to 6.5 mM cAMP; Potency, µM (titrated, usually from 154 µM), without a hit: top-dose activation, actives largely listed as activators; 0.073% of 360,000 active; AID 720707; further: potency means the concentration at half of the fitted maximal effect; nearly all actives have a fitted effect of over 60% in size
#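 Normalized to 6.5 mM cAMP, activity reflects EPAC1-catalysed release of BODIPY-GDP from Rap1B, followed kinetically over 30 min at 480 nm excitation, 540 nm emission. Reaction contained 100 nM EPAC1, 250 nM Rap1B-BODIPY-GDP, 50 uM GDP.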
# IL-2 act: activates IL-2 in a cell-based reporter assay; IL-2 activation reporter assay, cell-based qHTS; stimulated with anti-CD3/CD4/CD28 beads; in transgenic mouse T cells; activation, % (series mostly up to about 46 µM); 0.065% of 360,000 active; AID 652025; in the data active means activation above about 50%; inconclusive means mostly about 30% to 49%; further: 0% is about no effect
#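 Unstimulated transgenic mouse T cells, 750 per well, received compound and, after 60 minutes, anti-CD3/anti-CD4 bead plus anti-CD28 stimulation. EGFP and DsRed were quantified after 18 hours.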
# Abeta rescue: restores growth of yeast expressing A-beta42 peptide | Potency, µM (series often up to 46.1 µM), without a hit: top-dose growth rescue, most hits filed as activators | 0.063% of 410,000 active | yeast expressing A-beta42, growth rescue, OD600, 48 h; response scale: 0% DMSO, 100% iron-clioquinol control | AID 1347071; further: potency means the concentration at half of the fitted maximal effect; nearly all actives have a fitted effect of over 55% in size
#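 Yeast A-beta toxicity model in growth medium with pinned compounds, 48 h at 30 C; growth read as absorbance at 600 nm. Normalized to FeCl3/clioquinol equimolar mix (positive) and DMSO (negative).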
# PLK1 PBD block: blocks phosphopeptide binding to human PLK1 polo-box domain; P53350; Potency, µM, inactives show max response, negative = inhibition, most hits filed as inhibitors; 2.8% of 360,000 active; Plk1 PBD binding of FITC phosphopeptide, fluorescence polarization; AID 720504; further: potency means the concentration at half of the fitted maximal effect; series mostly up to about 57 µM; on the % scale 0 is the no-effect control and ±100 the full control effect; nearly all actives have a fitted effect of over 65% in size
# WRN helicase inh: inhibitors of human WRN helicase | Q14191 | WRN helicase unwinding, fluorescent forked duplex, kinetic | Potency, µM (series often up to 114 µM), inactives show at the highest dose activity change, negative = inhibition, usual class: inhibitors | 0.46% of 360,000 active; further: potency means the concentration at half of the fitted maximal effect; on the % scale 0 is the no-effect control and ±100 the full control effect; nearly all actives have a fitted effect of over 55% in size
# Target sequence (Q14191 whole entry, looked up): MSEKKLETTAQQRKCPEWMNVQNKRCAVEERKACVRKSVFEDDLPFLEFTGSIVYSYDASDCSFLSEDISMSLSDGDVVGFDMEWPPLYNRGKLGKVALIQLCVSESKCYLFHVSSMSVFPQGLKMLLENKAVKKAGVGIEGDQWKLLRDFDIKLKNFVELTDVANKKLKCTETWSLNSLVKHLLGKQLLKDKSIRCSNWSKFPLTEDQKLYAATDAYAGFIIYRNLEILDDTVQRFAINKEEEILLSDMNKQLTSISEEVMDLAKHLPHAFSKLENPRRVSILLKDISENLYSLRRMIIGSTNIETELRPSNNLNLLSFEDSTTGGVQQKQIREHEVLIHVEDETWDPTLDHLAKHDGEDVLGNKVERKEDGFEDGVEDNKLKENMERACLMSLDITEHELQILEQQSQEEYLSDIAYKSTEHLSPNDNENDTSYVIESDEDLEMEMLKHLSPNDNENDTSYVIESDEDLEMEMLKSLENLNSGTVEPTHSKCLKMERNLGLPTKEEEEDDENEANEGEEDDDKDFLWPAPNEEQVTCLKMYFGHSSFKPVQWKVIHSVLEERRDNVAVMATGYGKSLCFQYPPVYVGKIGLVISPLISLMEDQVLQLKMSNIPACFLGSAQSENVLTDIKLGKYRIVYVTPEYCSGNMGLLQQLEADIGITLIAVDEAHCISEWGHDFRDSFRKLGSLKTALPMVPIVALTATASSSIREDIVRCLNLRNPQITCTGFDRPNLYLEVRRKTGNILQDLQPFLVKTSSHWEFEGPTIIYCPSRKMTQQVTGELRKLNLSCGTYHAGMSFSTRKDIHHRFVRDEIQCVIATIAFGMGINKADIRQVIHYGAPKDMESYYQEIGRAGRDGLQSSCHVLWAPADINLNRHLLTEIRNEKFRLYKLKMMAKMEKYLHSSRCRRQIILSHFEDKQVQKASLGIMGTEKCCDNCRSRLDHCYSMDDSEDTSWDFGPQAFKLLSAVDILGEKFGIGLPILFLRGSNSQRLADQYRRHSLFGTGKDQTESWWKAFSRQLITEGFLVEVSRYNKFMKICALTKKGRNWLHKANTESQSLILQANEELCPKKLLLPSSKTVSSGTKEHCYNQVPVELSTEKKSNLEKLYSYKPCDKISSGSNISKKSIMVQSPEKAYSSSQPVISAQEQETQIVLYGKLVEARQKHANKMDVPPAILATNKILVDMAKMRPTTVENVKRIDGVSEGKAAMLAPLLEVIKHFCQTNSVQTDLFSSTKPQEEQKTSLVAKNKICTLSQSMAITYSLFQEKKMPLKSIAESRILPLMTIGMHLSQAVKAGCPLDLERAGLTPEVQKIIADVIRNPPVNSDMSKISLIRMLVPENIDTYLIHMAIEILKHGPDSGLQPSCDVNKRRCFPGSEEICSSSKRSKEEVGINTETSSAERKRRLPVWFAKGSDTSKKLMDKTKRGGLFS
#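 Enzyme (20 nM final) and test compound sit together 15 min at room temperature before substrate addition. Substrate is a single-forked duplex oligonucleotide (100 nM) labelled with fluorophore and quencher, with 2 mM ATP; helicase unwinding raises red fluorescence, read kinetically.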
# FUS yeast rescue: FUS proteinopathy suppression in yeast. S. cerevisiae FUS-expressing, growth rescue, OD600, 24 h. Potency, µM (doses to about 76.6 µM), for the others: top-dose growth rescue (activation), most hits filed as activators. 0.24% of 390,000 active. AID 1347120;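 further: potency means the concentration at half of the fitted maximal effect; plate controls were DMSO vehicle for no effect and reference control for full effect; nearly all actives have a fitted effect of over 55% in size; some results filed as inactive show a strong effect at the top dose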
#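 Restored growth of FUS-toxic S. cerevisiae, read as 600 nm absorbance after 24 h at 30C in galactose medium (starting OD 0.005). Controls CP55940 and DMSO.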
# PI5P4K alpha inh: PI5P4K alpha (human) kinase inhibition | 1.2% of 330,000 active | PI5P4Kalpha enzyme, ADP-Glo luminescence, 60 min; stronger effect = lower value | P48426 | max response, %; active means max response of -50% or lower; inconclusive means between -30% and -50%; inactive means -30% or higher; further: value at the top dose of about 77 µM; on the % scale 0 is the no-effect control and ±100 the full control effect
#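 Compounds were pin-transferred onto PI5P4Kalpha and substrate in HEPES pH 7.4 buffer with EGTA, CHAPS and 5% DMSO. ATP (5 microM final) started the reaction, which ran 60 minutes at room temperature before ADP-Glo detection.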
# EPAC1 antagonist: EPAC1 (human) antagonism; O95398; EPAC1 GEF assay, Rap1b-BODIPY-GDP exchange fluorescence; Potency, µM (top dose mostly 115 µM), inactives show top-dose activity change, negative = inhibition, most hits filed as inhibitors; 0.14% of 360,000 active; AID 720709;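 further: potency means the concentration at half of the fitted maximal effect; plate controls were vehicle for no effect and positive control for full effect; nearly all actives have a fitted effect of over 50% in size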
# Numbers without * were called inactive; u = inconclusive; x = not tested or not shown; [ ] = another dose, or the depositor's remark. Unless noted, the call rests on the fitted dose curve; in most records, active means well fitted curve in the direction sought with a large enough effect; inconclusive means small, poorly fitted or top-dose-only effect, or another doubt; inactive means no such curve, though single readings can be large; an effect the other way counts as inactive or inconclusive. Some of the compounds tested; rates above refer to the full screens.
SMILES,EPAC1 agonist,IL-2 act,Abeta rescue,PLK1 PBD block,WRN helicase inh,FUS yeast rescue,PI5P4K alpha inh,EPAC1 antagonist
COc1cccc(CNCCc2c[nH]c3ccccc23)c1OC,-7%,0.1,-15%,-5%,7%,-11%,2,1%
C=CCn1c(O)c(C(C)=NCCC2=CCCCC2)c(=O)[nH]c1=O,2%,-0.4,7%,0%,-3%,-3%,0,-5%
CN1CCc2nc3sc(C#N)c(N)c3c(-c3cccs3)c2C1,-12%,4.5,-8%,-24%,-3%,u,x,-3%
Cc1ccc(Cc2c(C)nc3nc(SCC(=O)N4CCC5(CC4)OCCO5)nn3c2C)cc1,5%,-2.0,0%,-13%,-5%,35%,-1,-22%
COc1ccc(OC)c(/C=N/OC(=O)Nc2ccc(Cl)cc2)c1,6%,0.1,0%,-3%,-5%,-38%,9,-16%
COc1ccc(C(C)=O)cc1CC(C(=O)c1ccccc1)N(C)C (configuration not stated),-9%,0.4,-2%,-4%,2%,8%,-8,6%
C=CCN1C(=O)NC(=O)/C(=C/c2ccoc2)C1=O,11%,0.2,-10%,8.4µM*,50µM*,-8%,-69*,-13%
CCC(C)n1c(O)c(/C=N/Nc2nc3c(c(=O)n(C)c(=O)n3C)n2C)c(=O)[nH]c1=S (configuration not stated),-13%,-2.2,-9%,-11%,-9%,6%,-19,7%
Cc1ccc(S(=O)(=O)N(C)CCCC(=O)N2CCN(c3ccccn3)CC2)cc1,4%,-0.6,-1%,-3%,-7%,7%,-7,3%
Cc1ccc(Cn2nc(C)c(C=O)c2Cl)cc1,3%,-0.7,13%,0%,1%,-1%,0,2%
OC(CN1CCOCC1)c1csc2ccccc12 (configuration not stated),-6%,-1.7,-13%,-1%,2%,21%,-2,1%
COc1ccc(-c2nc3ccccc3c(=O)n2-c2nccs2)cc1,-1%,0.0,-5%,1%,-3%,8%,0,-2%
CCN(CC)c1ccc(/C=C2/C(=O)NC(=O)N(Cc3ccco3)C2=O)cc1,1%,5.8,-3%,u,56µM*,x,-73*,-27%
CCC(=NCc1ccc2c(c1)OCO2)c1c(O)n(C2CCCCC2)c(=O)[nH]c1=O,13%,-1.4,12%,-2%,-8%,22%,x,-22%
OC(CC#CCN1CCCCCC1)(c1ccccc1)C1CCCC1 (configuration not stated),-2%,0.6,8%,6%,3%,-2%,-1,-14%
CC1(c2ccc(Cl)cc2Cl)OCC(Cn2cncn2)O1 (configuration not stated),6%,-1.1,33%,-12%,0%,2%,-4,18%
O=[N+]([O-])c1ccc(NCCCN2CCOCC2)nc1,-1%,0.2,12%,-8%,-7%,8%,-2,6%
CN1CCCN(C(=O)COc2ccc(F)cc2F)CC1,7%,-1.2,13%,3%,-1%,-7%,4,-28%
COc1ccc(C(Nc2ccccc2)P(=O)(Oc2ccccc2)Oc2ccccc2)cc1 (configuration not stated),10%,2.2,-14%,-6%,3%,x,2,-7%
COc1ccccc1CN1CCN(C(=O)COc2ccccc2)CC1,-4%,-2.3,5%,-1%,-3%,16%,3,-12%
CCc1ccc(CN2CCCC(C(=O)c3sccc3C)C2)o1 (configuration not stated),-4%,-0.4,3%,-1%,-5%,-29%,-1,-5%
C=C(C)C1(CCCC)C(=O)NC(=S)NC1=O,-1%,-3.5,2%,1%,1%,x,0,-18%
CCC/C=N/O,6%,-0.2,-8%,-1%,1%,-26%,3,3%
COc1ccc(OC)c(N2C(=O)CC(=O)NC2=O)c1,4%,-0.8,-4%,-22%,-9%,-2%,1,1%
S=C(N1CCCCCC1)N1CC1,10%,0.2,2%,-9%,-14%,-9%,2,-17%
CCC(=NCCN1CCOCC1)c1c(O)n(-c2ccccc2C)c(=O)[nH]c1=O,4%,-0.5,0%,-11%,1%,12%,-5,-7%
C=CCOC(=O)C1=C(C)OC(N)=C(C#N)C12C(=O)N(CN1CCOCC1)c1ccccc12 (configuration not stated),5%,1.6,2%,-4%,2%,13%,-1,-4%
COc1cc(OC)c(OC)cc1CNCCc1ccc2c(c1)OCO2,-2%,2.8,-6%,-8%,11%,4%,3,-15%
Cc1cc(OCC(=O)N2CCC(C(N)=O)CC2)c2c3c(c(=O)oc2c1)CCCC3,-8%,0.4,-11%,-5%,10%,-11%,3,0%
CCOC(=O)c1c(C)n(CCN2CCN(C)CC2)c2ccc(OC)cc12,4%,-0.3,-13%,-7%,6%,15%,2,15%
O=c1[nH]c(=S)[nH]c(O)c1/C=C1/C=c2ccccc2=N1,6%,0.9,8%,1.3µM*,-25%,24%,u,1%
CCOc1ccc(C2(C#N)CC[N+](C)(C)CC2)cc1,-5%,0.3,-14%,-7%,-7%,32%,8,12%
O=C1N[C@@H](Cc2ccccc2)C(=O)N2[C@H]1C[C@H]1c3ccccc3N(OOSc3ccccc3)[C@H]12,0%,-0.5,7%,u,-3%,12%,-2,-11%
O=c1[nH]c(=O)n(-c2ccc(Br)cc2)c(O)c1C=NC(CO)(CO)CO,-9%,-0.4,0%,2%,3%,49%,0,4%
COC(=O)C1=C(c2ccc(F)cc2F)C[C@@H]2CC[C@H]1N2C(=O)NCc1ccc2c(c1)OCO2,-9%,0.7,3%,1%,-2%,16%,-2,-11%
CCN1CCN(c2ccc(N)c(C)c2)CC1,2%,0.3,-9%,-14%,1%,-9%,8,4%
CC12CN3CC(C)(CN(C1)C3c1cccs1)C2O (configuration not stated),0%,3.0,-14%,2%,0%,x,-2,-11%
COc1ccccc1CN1CCN(C(=O)COc2ccc3ccccc3c2)CC1,-11%,-3.2,-3%,2%,12%,-8%,-1,-10%
N=C1c2ccccc2CN1NC(=O)c1ccccc1,1%,-5.0,-14%,-8%,1%,35%,2,14%
Cc1cccc(-n2c(/C=C/c3ccccn3)nc3ccccc3c2=O)c1,-5%,-0.6,-7%,5%,3%,-21%,-1,-22%
CCn1ccnc1CN1CCCC(C(=O)c2ccc(OC)cc2OC)C1 (configuration not stated),-11%,-2.4,-1%,-6%,8%,1%,-9,-6%
COC1=CC=C2[C@H]3Cc4ccc(OC)c5c4[C@@]2(CCN3C)[C@H]1O5,-11%,-6.5,-6%,-6%,5%,37%,7,-9%
Cc1ccc(Cn2nnnc2CN2CCC(n3nnc4ccccc43)CC2)cc1,3%,-2.8,0%,-6%,-2%,u,-7,7%
CC1=C2[C@H]3OC(=O)[C@@H](C)[C@@H]3CC[C@@]2(C)C=CC1=O,7%,0.0,-6%,2%,3%,-16%,0,11%
Nc1ccncc1Cl,-3%,-1.7,-6%,-18%,2%,-29%,2,-9%
N#CCCCCC#N,-7%,-2.4,-6%,-7%,-5%,-34%,8,u
COc1ccccc1-n1c(O)c(/C=C2\C=Nc3ccccc32)c(=O)[nH]c1=O,-10%,2.4,3%,u,-6%[11.6 µM],5%,-8,-20%
C[C@@H]1CC2(CCCC[N+]2(C)C)C[C@H]1C,6%,-0.8,-10%,-7%,2%,-10%,-10,1%

# Filtered by structure, those above containing a furan ring, fused or not
SMILES,EPAC1 agonist,IL-2 act,Abeta rescue,PLK1 PBD block,WRN helicase inh,FUS yeast rescue,PI5P4K alpha inh,EPAC1 antagonist
C=CCN1C(=O)NC(=O)/C(=C/c2ccoc2)C1=O,11%,0.2,-10%,8.4µM*,50µM*,-8%,-69*,-13%
CCN(CC)c1ccc(/C=C2/C(=O)NC(=O)N(Cc3ccco3)C2=O)cc1,1%,5.8,-3%,u,56µM*,x,-73*,-27%
CCc1ccc(CN2CCCC(C(=O)c3sccc3C)C2)o1 (configuration not stated),-4%,-0.4,3%,-1%,-5%,-29%,-1,-5%

# The listing continues:
SMILES,EPAC1 agonist,IL-2 act,Abeta rescue,PLK1 PBD block,WRN helicase inh,FUS yeast rescue,PI5P4K alpha inh,EPAC1 antagonist
COc1ccc(C(=O)OC2C[C@H]3CC[C@H](C2)N3C)cc1OC (some centres not stated),1%,0.8,-25%,0%,6%,-28%,5,-15%
Cc1c2ccncc2c(C)c2c1[nH]c1ccccc12,7%,0.2,-28%,-7%,-13%,-15%,-6,-1%
COc1cc(C)c(CN2CCN(c3ccccc3)CC2)cc1C,9%,-3.5,-20%,-7%,6%,14%,x,-13%
c1coc(CNCCc2c[nH]c3ccccc23)c1,-33%,-0.7,25%,-10%,9%,-5%,0,-1%
O=c1[nH]c(O)c(C=Nc2ccccc2Oc2ccccc2)c(=O)[nH]1,-3%,0.5,-10%,4%,-31%,32%,-10,8%
CN1C(=O)N(C)C(=O)C2(Sc3ccccc3C2=O)C1=O,3%,1.6,-7%,5.3µM*,-28%,31%,x,-13%
CC(C)(C)NCC(O)c1cc(Cl)c(N)c(Cl)c1 (configuration not stated),-33%,1.2,-16%,-2%,15%,-37%,2,3%
COc1ccc(Oc2c(C)oc3cc(OC(=O)N(C)C)ccc3c2=O)cc1,5%,-2.1,1%,-5%,3%,12%,-2,-1%
Cc1cc(C(=O)OCC(=O)Nc2cccc(F)c2)c(C)n1C1CC1,11%,1.0,18%,4%,6%,u,1,-3%
CC/C(=N\Nc1ccccc1)c1c(O)n(-c2ccc(OC)cc2)c(=O)[nH]c1=O,12%,0.8,16%,-1%,-16%,5%,-3,1%
CN1CCc2c(C#N)c(Cl)nc(Cl)c2C1,-3%,1.6,-12%,-12%,2%,-16%,7,-4%
COCCNC(=O)c1c(N)n(CCC(C)C)c2nc3ccccc3nc12,-4%,0.0,-14%,-10%,-22%,x,35,45µM*
CN1CC(C(=O)c2cccc(C(F)(F)F)c2)C(c2ccc(Cl)cc2)C1 (configuration not stated),0%,-0.3,5%,-9%,13%,15%,0,1%
COc1ccc(-n2c(O)c(/C(C)=N/N3CCCCCC3)c(=O)[nH]c2=O)cc1,-2%,0.5,6%,0%,1%,-15%,-4,1%
C=CCn1c(O)c(C(CC)=Nc2cccc(C(=O)O)c2)c(=O)[nH]c1=O,-5%,0.2,-8%,-1%,-4%,3%,u,8%
O=C1C2CCN(CC2)C1Cc1ccc(OCCOc2ccccc2)cc1 (configuration not stated),-6%,-3.9,10%,-8%,2%,x,0,11%
CN1C2CCC1C(COC(=O)c1ccccc1)C(O)C2 (configuration not stated),10%,2.3,-9%,-13%,13%,-13%,4,-12%
C=CCCC1(C(C)C)C(=O)NC(=S)NC1=O,4%,-3.2,-5%,-5%,8%,x,1,-9%
CN1C(CC(O)c2ccccc2)CCCC1CC(O)c1ccccc1 (configuration not stated),8%,0.2,-7%,-14%,11%,-21%,-4,3%
